Screens: PubChem, Broad Institute
NSD2 block – inhibitors of human NSD2 methyltransferase; actives 0.07% (n = 44,000); inhibition, % at 12.5 µM; O96028; NSD2-SET H3K36me1 DELFIA fluorescence, biochemical; AID 624260; in the data active = inhibition above about 54%, passing the limit was not always enough; inconclusive = no clear call, values can overlap the other calls;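 also: inhibitors reduce the monomethyl H3K36 fluorescence signal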
Target sequence (O96028 whole entry, looked up): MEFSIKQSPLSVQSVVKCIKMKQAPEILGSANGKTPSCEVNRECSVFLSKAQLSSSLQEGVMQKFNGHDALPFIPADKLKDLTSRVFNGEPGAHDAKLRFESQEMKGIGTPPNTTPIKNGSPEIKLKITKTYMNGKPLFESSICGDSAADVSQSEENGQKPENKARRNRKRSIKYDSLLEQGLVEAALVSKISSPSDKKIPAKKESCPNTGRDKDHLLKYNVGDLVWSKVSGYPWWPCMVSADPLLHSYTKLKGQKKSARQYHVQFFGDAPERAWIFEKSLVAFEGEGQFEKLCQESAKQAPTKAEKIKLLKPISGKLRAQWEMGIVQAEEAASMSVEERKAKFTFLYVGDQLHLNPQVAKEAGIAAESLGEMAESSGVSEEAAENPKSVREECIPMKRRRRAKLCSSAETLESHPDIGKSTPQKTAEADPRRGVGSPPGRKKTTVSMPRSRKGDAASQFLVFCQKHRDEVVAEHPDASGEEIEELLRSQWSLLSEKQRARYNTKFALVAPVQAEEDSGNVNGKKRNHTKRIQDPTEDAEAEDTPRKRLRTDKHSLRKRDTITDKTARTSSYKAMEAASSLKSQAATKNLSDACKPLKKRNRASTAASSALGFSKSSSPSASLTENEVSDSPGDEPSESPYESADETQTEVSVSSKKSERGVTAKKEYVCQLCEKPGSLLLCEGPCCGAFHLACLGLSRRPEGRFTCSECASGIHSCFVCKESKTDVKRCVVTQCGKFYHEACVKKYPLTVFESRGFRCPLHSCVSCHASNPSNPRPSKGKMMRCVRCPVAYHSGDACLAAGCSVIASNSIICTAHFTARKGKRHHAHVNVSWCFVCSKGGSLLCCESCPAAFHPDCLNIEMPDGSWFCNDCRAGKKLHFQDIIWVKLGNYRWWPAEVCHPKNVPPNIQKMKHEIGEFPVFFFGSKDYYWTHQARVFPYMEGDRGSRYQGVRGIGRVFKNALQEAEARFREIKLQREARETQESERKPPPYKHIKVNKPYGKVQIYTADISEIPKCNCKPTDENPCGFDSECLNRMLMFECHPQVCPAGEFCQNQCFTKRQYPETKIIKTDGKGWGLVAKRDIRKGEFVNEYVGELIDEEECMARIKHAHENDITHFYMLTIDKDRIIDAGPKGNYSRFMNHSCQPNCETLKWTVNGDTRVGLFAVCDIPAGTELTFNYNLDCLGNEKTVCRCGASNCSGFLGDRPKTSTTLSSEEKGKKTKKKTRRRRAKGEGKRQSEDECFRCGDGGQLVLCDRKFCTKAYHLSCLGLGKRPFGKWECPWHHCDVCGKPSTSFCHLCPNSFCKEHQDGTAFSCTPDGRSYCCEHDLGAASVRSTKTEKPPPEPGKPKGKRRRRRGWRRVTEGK
Numbers without * were called inactive; ? = inconclusive.

SMILES	NSD2 block
C[C@H](CO)N1C[C@H](C)[C@@H](CN(C)S(=O)(=O)c2ccc(Cl)cc2)Oc2c(NC(=O)Nc3cccc4ccccc34)cccc2C1=O	8
C[C@@H]1CCCCO[C@H](CN(C)C(=O)c2ccccc2)[C@H](C)CN([C@H](C)CO)C(=O)c2cc(NS(C)(=O)=O)ccc2O1	8
C[C@H](CO)N1C[C@H](C)[C@@H](CN(C)Cc2ccccc2)OCCCC[C@H](C)Oc2ccc(NC(=O)C3CCCCC3)cc2C1=O	3
COCC#Cc1cnc2c(c1)C(=O)N([C@H](C)CO)C[C@H](C)[C@H](CN(C)S(=O)(=O)c1cn(C)cn1)O2	6
O=C(O)C[C@H]1C[C@@H]2c3cc(NC(=O)Nc4ccccc4F)ccc3O[C@@H]2[C@@H](CO)O1	-3
C[C@H](CO)N1C[C@H](C)[C@H](CN(C)C(=O)C2CCCCC2)OCCCC[C@H](C)Oc2ccc(NS(C)(=O)=O)cc2C1=O	0
C[C@@H]1CN([C@@H](C)CO)C(=O)Cc2cc(NS(=O)(=O)c3ccccc3)ccc2O[C@H]1CN(C)S(=O)(=O)c1cccs1	-2
C[C@H](CO)N1C[C@H](C)[C@H](CN(C)S(=O)(=O)c2cn(C)cn2)Oc2c(NC(=O)Nc3ccc4c(c3)OCO4)cccc2C1=O	0
CC(C)[C@@H]1CC[C@@]2(C)[C@H](O)CC[C@@](C)(O)[C@@H]2[C@@H]1OC(=O)/C=C/c1ccccc1	-2
O=C(C[C@H]1C[C@@H]2c3cc(NC(=O)NC4CCCC4)ccc3O[C@@H]2[C@@H](CO)O1)NC1CCCC1	-4
C[C@H]1CCCCO[C@H](CN(C)Cc2ccc(C(F)(F)F)cc2)[C@@H](C)CN([C@@H](C)CO)C(=O)c2cc(NC(=O)NC3CCCCC3)ccc2O1	9
CCCC#Cc1cnc2c(c1)C(=O)N([C@@H](C)CO)C[C@@H](C)[C@H](CN(C)C(=O)CN1CCOCC1)O2	-3
O=C(C[C@@H]1C[C@H]2c3cc(NC(=O)C4CCC4)ccc3O[C@H]2[C@H](CO)O1)NCc1ccc(Cl)cc1	4
C[C@@H]1CN([C@@H](C)CO)C(=O)c2cc(C#Cc3cccc(F)c3)cnc2O[C@@H]1CN(C)Cc1ccccn1	7
C[C@H](CO)N1C[C@H](C)[C@@H](CN(C)Cc2ccc(Cl)c(Cl)c2)Oc2c(NC(=O)Nc3ccc(F)cc3)cccc2C1=O	-4
C[C@@H]1CN([C@H](C)CO)C(=O)Cc2cc(NC(=O)Cc3cn(C)c4ccccc34)ccc2O[C@H]1CN(C)Cc1ccc(-c2ccccc2)cc1	-4
COc1cccc(S(=O)(=O)N(C)C[C@H]2OCc3ccccc3-c3ccccc3C(=O)N([C@@H](C)CO)C[C@@H]2C)c1	-8
C[C@H]1CN([C@@H](C)CO)C(=O)c2cccc(NS(=O)(=O)c3cn(C)cn3)c2O[C@@H]1CN(C)C	0
COc1ccc(NC(=O)Nc2ccc3c(c2)CC(=O)N([C@H](C)CO)C[C@@H](C)[C@H](CN(C)C(=O)Nc2ccc(F)cc2)O3)cc1	9
C[C@@H]1CN([C@H](C)CO)C(=O)c2cc(-c3cncnc3)cnc2O[C@H]1CN(C)C(=O)Cc1ccccn1	6
C[C@@H]1CN([C@H](C)CO)C(=O)Cc2cc(NS(=O)(=O)c3cn(C)cn3)ccc2O[C@@H]1CN(C)Cc1ccc2c(c1)OCO2	-3
CC(C)CC#Cc1ccc2c(c1)O[C@H](CN(C)C(=O)C1CCC1)[C@H](C)CN([C@H](C)CO)S2(=O)=O	-8
C[C@@H]1CN([C@@H](C)CO)C(=O)c2cc(NC(=O)CCN3CCOCC3)ccc2O[C@@H]1CN(C)Cc1ccc2c(c1)OCO2	11
C[C@@H]1CCCCO[C@@H](CN(C)C(=O)Nc2ccc(F)cc2)[C@H](C)CN([C@H](C)CO)C(=O)c2cc(NS(=O)(=O)c3ccc(F)cc3)ccc2O1	7
COC(=O)C1=C[C@@H](O)[C@@H](O)[C@H](O[C@@H]2O[C@H](CO)[C@@H](O)[C@H](O)[C@H]2OC(=O)/C=C/c2ccccc2)C1	2

Sorted by length of the SMILES (highest first): some entries from above.
SMILES	NSD2 block
C[C@H](CO)N1C[C@H](C)[C@H](CN(C)S(=O)(=O)c2cn(C)cn2)Oc2c(NC(=O)Nc3ccc4c(c3)OCO4)cccc2C1=O	0
C[C@@H]1CCCCO[C@H](CN(C)C(=O)c2ccccc2)[C@H](C)CN([C@H](C)CO)C(=O)c2cc(NS(C)(=O)=O)ccc2O1	8
COCC#Cc1cnc2c(c1)C(=O)N([C@H](C)CO)C[C@H](C)[C@H](CN(C)S(=O)(=O)c1cn(C)cn1)O2	6

Next compounds.
SMILES	NSD2 block
C[C@H](CO)N1C[C@H](C)[C@H](CN(C)C(=O)c2ccccc2)OCc2cnnn2CCCC1=O	-1
CNC[C@H]1OCCCC[C@@H](C)Oc2ccc(NC(=O)c3ccncc3)cc2C(=O)N([C@@H](C)CO)C[C@H]1C	16
C[C@@H]1CN([C@H](C)CO)C(=O)CCCn2cc(nn2)CO[C@@H]1CN(C)CC1CCCCC1	0
C[C@@H]1CN([C@H](C)CO)C(=O)c2cccc(NC(=O)c3ccncc3)c2O[C@@H]1CN(C)Cc1ccc(C(=O)O)cc1	-10
CC(C)NC(=O)N(C)C[C@H]1Oc2ccc(NS(=O)(=O)c3ccc(Cl)cc3)cc2C(=O)N([C@H](C)CO)C[C@H]1C	3
CNC[C@H]1Oc2c(NC(=O)C3CCCCC3)cccc2C(=O)N([C@@H](C)CO)C[C@H]1C	2
COc1ccc(S(=O)(=O)Nc2ccc3c(c2)CC(=O)N([C@H](C)CO)C[C@H](C)[C@H](CN(C)Cc2ccc(C(=O)O)cc2)O3)cc1	1
CNC[C@H]1Oc2ccc(NC(=O)CCCN(C)C)cc2CC(=O)N([C@H](C)CO)C[C@@H]1C	1
C[C@@H]1CN([C@H](C)CO)C(=O)c2cccc(NC(=O)Nc3cccc4ccccc34)c2O[C@@H]1CN(C)C(=O)Nc1cccc2ccccc12	2
C[C@@H]1CN([C@H](C)CO)C(=O)c2cccc(N(C)C)c2O[C@H]1CN(C)Cc1ccc(Oc2ccccc2)cc1	13
COc1ccc(CN(C)C[C@H]2Oc3ccc(NS(C)(=O)=O)cc3CC(=O)N([C@@H](C)CO)C[C@H]2C)cc1	6
COc1ccc(CN(C)C[C@H]2OCCCC[C@H](C)Oc3ccc(NS(=O)(=O)c4ccc(C)cc4)cc3C(=O)N([C@@H](C)CO)C[C@H]2C)cc1	3
C[C@@H]1CN([C@H](C)CO)C(=O)c2cc(C#Cc3ccccc3F)cnc2O[C@@H]1CN(C)S(=O)(=O)c1ccccc1F	1
C[C@@H]1CCCCO[C@@H](CN(C)C(=O)Nc2ccc(C(F)(F)F)cc2)[C@H](C)CN([C@H](C)CO)C(=O)c2cc(NS(C)(=O)=O)ccc2O1	-17
COc1ccc(S(=O)(=O)Nc2ccc3c(c2)CC(=O)N([C@@H](C)CO)C[C@H](C)[C@H](CN(C)S(=O)(=O)c2ccccc2)O3)cc1	2
C[C@H]1CN([C@@H](C)CO)C(=O)c2cc(C3=CCCCC3)cnc2O[C@H]1CN(C)C(=O)Cc1ccccc1	4
CC(C)NC(=O)Nc1ccc2c(c1)C(=O)N([C@H](C)CO)C[C@H](C)[C@@H](CN(C)Cc1ccc(Cl)c(Cl)c1)OCCCC[C@H](C)O2	-3
CC(=O)N(C)C[C@@H]1Oc2ncc(-c3ccc(C)cc3)cc2C(=O)N([C@H](C)CO)C[C@H]1C	0
COC(=O)c1ccccc1NC(=O)CSc1nc2ncccc2[nH]1	-1
CN1C(=O)C(Cc2c[nH]c3ccccc23)NC1=S (stereo not given)	3
COc1ccc(CCN2C(=O)[C@@]3(Cc4ccccc42)c2ccccc2C(=O)N(Cc2ccccc2C(F)(F)F)[C@H]3c2ccc(CO)cc2)cc1	16
C[C@@H]1CN([C@H](C)CO)C(=O)CCCn2nncc2CO[C@H]1CN(C)S(=O)(=O)c1ccc(Oc2ccccc2)cc1	1
C[C@@H]1CN([C@H](C)CO)C(=O)CCCn2cc(nn2)CO[C@H]1CN(C)C(=O)Nc1ccc2c(c1)OCCO2	0
C[C@@H]1CN([C@H](C)CO)C(=O)c2cc(-c3ccccc3F)cnc2O[C@H]1CN(C)Cc1ccccc1	18
C[C@H](NC(=O)C[C@H]1C[C@H]2c3cc(NC(=O)C4CCOCC4)ccc3O[C@H]2[C@H](CO)O1)c1ccccc1	-8

An excerpt of these results, with values ahead of the structure.
NSD2 block | SMILES
2 | C[C@@H]1CN([C@H](C)CO)C(=O)c2cccc(NC(=O)Nc3cccc4ccccc34)c2O[C@@H]1CN(C)C(=O)Nc1cccc2ccccc12
13 | C[C@@H]1CN([C@H](C)CO)C(=O)c2cccc(N(C)C)c2O[C@H]1CN(C)Cc1ccc(Oc2ccccc2)cc1
1 | C[C@@H]1CN([C@H](C)CO)C(=O)CCCn2nncc2CO[C@H]1CN(C)S(=O)(=O)c1ccc(Oc2ccccc2)cc1
0 | C[C@@H]1CN([C@H](C)CO)C(=O)CCCn2cc(nn2)CO[C@H]1CN(C)C(=O)Nc1ccc2c(c1)OCCO2
6 | COc1ccc(CN(C)C[C@H]2Oc3ccc(NS(C)(=O)=O)cc3CC(=O)N([C@@H](C)CO)C[C@H]2C)cc1
16 | COc1ccc(CCN2C(=O)[C@@]3(Cc4ccccc42)c2ccccc2C(=O)N(Cc2ccccc2C(F)(F)F)[C@H]3c2ccc(CO)cc2)cc1
-1 | C[C@H](CO)N1C[C@H](C)[C@H](CN(C)C(=O)c2ccccc2)OCc2cnnn2CCCC1=O

Further structures follow:
SMILES	NSD2 block
C[C@@H]1CCCCO[C@@H](CN(C)S(=O)(=O)c2cccs2)[C@@H](C)CN([C@@H](C)CO)C(=O)c2cc(NS(=O)(=O)c3cccs3)ccc2O1	-2
COc1ccc(NC(=O)N(C)C[C@@H]2Oc3ccc(NS(=O)(=O)c4ccc(F)cc4)cc3C(=O)N([C@H](C)CO)C[C@@H]2C)cc1	-3
C/C=C/c1cnc2c(c1)C(=O)N([C@H](C)CO)C[C@@H](C)[C@H](CN(C)C(=O)Cc1ccccc1)O2	6
CN(C)CC(=O)Nc1ccc2c(c1)[C@H]1C[C@@H](CC(=O)NCc3cccnc3)O[C@H](CO)[C@H]1O2	0
COc1ccc(NC(=O)Nc2ccc3c(c2)CC(=O)N([C@H](C)CO)C[C@H](C)[C@@H](CN(C)C(=O)Nc2ccccc2)O3)cc1	1
Cc1noc(C)c1NC(=O)Nc1cccc2c1O[C@H](CN(C)Cc1ccncc1)[C@H](C)CN([C@H](C)CO)C2=O	-5
COc1cccc(NC(=O)N(C)C[C@@H]2Oc3ncc(C#Cc4ccccc4)cc3C(=O)N([C@@H](C)CO)C[C@@H]2C)c1	-25
C[C@H]1CN([C@@H](C)CO)C(=O)Cc2cc(NC(=O)Cc3cn(C)c4ccccc34)ccc2O[C@H]1CN(C)S(=O)(=O)c1ccc(F)cc1	0
C[C@@H]1CN([C@@H](C)CO)C(=O)c2cc(NC(=O)C3CCCCC3)ccc2O[C@@H]1CN(C)S(C)(=O)=O	-2
C[C@@H]1CN([C@@H](C)CO)C(=O)c2cc(-c3ccc(F)cc3)cnc2O[C@@H]1CN(C)Cc1ccc(F)cc1	0
COCC(=O)Nc1ccc2c(c1)[C@@H]1C[C@@H](CC(=O)NCc3ccccn3)O[C@@H](CO)[C@@H]1O2	3
O=C(C[C@@H]1C[C@H]2c3cc(NC(=O)c4cccnc4)ccc3O[C@H]2[C@H](CO)O1)NCCc1ccccc1	3
CC(C)C#Cc1ccc2c(c1)O[C@H](CN(C)S(=O)(=O)c1cn(C)cn1)[C@H](C)CN([C@H](C)CO)S2(=O)=O	?
C=C(C(=O)O)C1C(OC(=O)/C(=C/CO)CO)CC(C)(O)C2CC(OC(C)=O)C(C)=CC12 (stereo not given)	6
C[C@H](CO)N1C[C@H](C)[C@H](CN(C)C(=O)CCN(C)C)OCc2ccccc2-c2c(n(C)c3ccccc23)C1=O	-4
C[C@@H]1CN([C@@H](C)CO)C(=O)c2cc(NC(=O)CCCCCC(=O)Nc3ccccc3N)ccc2O[C@H]1CN(C)Cc1ccccc1	1
C[C@@H]1CN([C@@H](C)CO)C(=O)c2cc(NC(=O)CCC(F)(F)F)ccc2O[C@@H](C)CCCCO[C@@H]1CN(C)Cc1ccccc1	-11
Cc1noc(C)c1S(=O)(=O)Nc1ccc2c(c1)C(=O)N([C@H](C)CO)C[C@H](C)[C@H](CN(C)C(=O)CCC(F)(F)F)OCCCC[C@@H](C)O2	1
COc1ccc(CN(C)C[C@@H]2OCCCC[C@@H](C)Oc3ccc(NC(=O)Nc4c(C)noc4C)cc3C(=O)N([C@@H](C)CO)C[C@H]2C)cc1	-10
C[C@@H]1CN([C@H](C)CO)C(=O)c2cc(NS(=O)(=O)c3ccc(Cl)cc3)ccc2O[C@H]1CN(C)S(=O)(=O)c1ccc(F)cc1	-6
C=CCOC(=O)C(=O)/C=C/C1CC1	4
Cc1ccc(S(=O)(=O)Nc2ccc3c(c2)C(=O)N([C@H](C)CO)C[C@@H](C)[C@H](CN(C)Cc2ccc(C(F)(F)F)cc2)OCCCC[C@H](C)O3)cc1	-9
C[C@@H]1CCCCO[C@H](CN(C)S(=O)(=O)c2ccc(Cl)cc2)[C@H](C)CN([C@@H](C)CO)C(=O)c2cc(NC(=O)Nc3cccc4ccccc34)ccc2O1	-2
COCC#Cc1ccc2c(c1)O[C@H](CN(C)Cc1ccc3c(c1)OCO3)[C@@H](C)CN([C@H](C)CO)S2(=O)=O	25
C[C@H]1CN([C@@H](C)CO)C(=O)CCCn2cc(nn2)CO[C@@H]1CN(C)Cc1ccc(-c2ccccc2)cc1	2
C[C@@H]1CCCCO[C@@H](CN(C)Cc2ccc(C(F)(F)F)cc2)[C@H](C)CN([C@H](C)CO)C(=O)c2cc(NC(=O)Nc3ccc(C(F)(F)F)cc3)ccc2O1	2
Cc1noc(C)c1NC(=O)N(C)C[C@@H]1OCCCC[C@@H](C)Oc2ccc(N(C)C)cc2C(=O)N([C@@H](C)CO)C[C@H]1C	4
COc1ccc(NC(=O)N(C)C[C@@H]2Oc3ccc(NC(=O)Nc4ccc(C(F)(F)F)cc4)cc3C(=O)N([C@H](C)CO)C[C@@H]2C)cc1	-6

These rows are one share of the data; the hit share may differ from the screen's.
